Compound activity (PubChem BioAssay)
GSIS activator: GLuc luminescence reporter in INS-1E cells, primary screen for activators of glucose-dependent secretion of insulin; INS-1E GLuc reporter insulin secretion, 2-3 h; 0.61% of 370,000 active; activation, % at 16.6 µM; AID 743287;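 active means lowest replicate activation of at least 40%, so every replicate reaches that level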;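 further: 0% = median of neutral control wells and 100% = median of IBMX positive control wells; some compounds called inactive have numbers as strong as hits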
PglD inh: PglD (C. jejuni) enzyme inhibition. AID 602405. inhibition, % at 12.5 µM. 0.098% of 360,000 active. purified PglD enzyme, DTNB colorimetric CoA detection; in the data active means inhibition above about 16%, passing the limit was not always enough; further: strong numbers were not always called active
LGR2 inh: blocks bursicon-induced cAMP signaling via Drosophila LGR2; HEK293 LGR2, CRE-luciferase, bursicon-stimulated, 4 h; inhibition, % at 9.99 µM; 0.35% of 380,000 active;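 active means drop in luminescence signal, shown as inhibition above about 50% in the replicate tests, limit read from the data, passing the limit was not always enough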;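 further: agonist challenge used bursicon conditioned medium at about half maximal strength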
PAX8 reporter: inhibitors of PAX8 transcriptional activity in RMG-I cells. 1.2% of 360,000 active. inhibition, % at 12.6 µM. RMG-I TPO-luciferase reporter, SteadyGlo, 24 h. AID 652154;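 active means mean replicate inhibition at least 60% with every replicate also reaching 60%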;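 further: luciferase light reporting Pax8 driven TPO promoter activity; plate controls were median of neutral control wells for no effect and mitoxantrone controls for full effect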
Cneo AK release: causes C. neoformans cell lysis; lysis activity, % at 15 µM; adenylate kinase release luminescence, 4 h; normalised: neutral wells 0, clomiphene wells 100; AID 651654; 0.2% of 360,000 active;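 active means mean lysis activity across replicates of at least 80%, whatever share of replicates individually reach that level; inactive means mean lysis activity below 80%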
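Material – log-phase Cryptococcus neoformans yeast cells · Input – 5 × 10^6 yeast cells/mL · Medium – fresh YPD growth medium · Doses – single compound concentration per well · Timing – static 4 h at 37 °C with compound, 1 h detection · Detection – adenylate kinase release luminescence · Read-out – signal increase indicating cell lysis · Control set – Clomiphene as positive lysis control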
PGC1a acetyl inh: PGC1a acetylation modulation, inhibitor mode; U2OS PGC1a acetylation, AlphaScreen anti-acetyl-lysine; with virally co-expressed GCN5 acetyltransferase; inhibition, % at 15.6 µM; 0.17% of 350,000 active;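 active means every replicate shows inhibition of at least 40%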;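 further: 0% = neutral control wells and 100% = positive control wells; some results beyond the cut were filed as inactive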
C2C12 statin: protects C2C12 myotubes from simvastatin toxicity. ATP luminescence, 48 h; scaled: DMSO 0, geranylgeraniol control 100. rescue of ATP level, % at 7.49 µM. 0.78% of 330,000 active. AID 602340;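 active means mean ATP rescue above about 67%, or every replicate alone reaching that limit, limit read from the data, passing the limit was not always enough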;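 further: myotubes were challenged with 10 µM simvastatin during compound exposure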
ARNT TACC3 PPI: disrupts binding between human ARNT and TACC3; Q9Y6A5; AlphaScreen His-ARNT PAS-B/GST-TACC3 binding, luminescence; TACC3 fragment carries E629A point mutation; inhibition, % at 9.99 µM; 0.66% of 390,000 active; AID 623870;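 active means mean inhibition of replicates at least 50% and at least half of replicates each reaching 50%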;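 further: 0% = complete ARNT plus TACC3 wells and 100% = ARNT alone without TACC3; many hits fall short of the cut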
* marks the source's active call; other numbers are inactive results; x = no result given.

SMILES	GSIS activator	PglD inh	LGR2 inh	PAX8 reporter	Cneo AK release	PGC1a acetyl inh	C2C12 statin	ARNT TACC3 PPI
COc1ccccc1NC(=O)N[C@@H]1C=C[C@@H](CC(=O)N2CCC(Cc3ccccc3)CC2)O[C@H]1CO	-17	0	19	-36	51	x	-4	-14
O=C(N1CCOCC1)C12OC3CC(CC(C3)O1)O2	4	-2	9	-1	-1	10	-3	x
COc1ccc(S(=O)(=O)N(CC(=O)NCc2ccco2)c2ccccc2OC)cc1	0	5	1	-39	2	-4	61	1
Cc1c(C(=O)N2CCN(c3ccccc3)CC2)oc2c(F)cccc12	-12	-3	-50	x	5	x	1	-2
CC(C)NC(=O)N(C)C[C@@H]1Oc2cc(C#C[C@@H](C)O)ccc2S(=O)(=O)N([C@H](C)CO)C[C@@H]1C	5	1	-2	-18	1	9	8	-2
O=C(C[C@H]1C[C@@H]2c3cc(NC(=O)NC4CCCC4)ccc3O[C@@H]2[C@@H](CO)O1)NCc1cc(F)ccc1F	2	-9	0	2	-6	3	1	3
O=C(O)c1cccc(NC(=O)C2CCCO2)c1 (stereo not given)	x	2	x	x	-1	8	4	x
CCOC(=O)C1=C(COC(=O)/C=C/c2ccc(F)cc2)NC(=O)NC1C (stereo not given)	-2	5	-18	-18	-1	3	1	x
c1ccc(Nc2nnc(SCc3cccc4ccccc34)s2)cc1	x	-4	x	x	3	1	0	-3
COc1ccc(-c2cn(CC[C@H]3CC[C@@H](N)[C@H](CO)O3)nn2)cc1	-1	-1	-6	-6	-3	8	9	7
C[C@H]1CCCCO[C@H](CN(C)C(=O)c2ccncc2)[C@@H](C)CN([C@@H](C)CO)C(=O)c2cc(N(C)C)ccc2O1	-1	-1	28	-23	-5	0	-6	6
Cc1ccc(-n2[nH]c(C)c(/C=N/Nc3ccc([N+](=O)[O-])cc3[N+](=O)[O-])c2=O)cc1	-1	x	25	18	x	x	x	38
CC(C)C(=O)NC(c1cccc([N+](=O)[O-])c1)c1ccc2cccnc2c1O (stereo not given)	-2	-5	11	78*	-1	28	-3	63*
O=C(O)CC(NC(=O)OCc1ccccc1)c1ccc(Br)cc1 (stereo not given)	x	-7	x	-10	-1	15	19	x
CCCCN(C(=O)Cc1cccs1)c1nnc(-c2cccnc2)s1	7	1	x	-135	-1	4	x	x
NC(N)=Nc1nc2ccc([N+](=O)[O-])cc2[nH]1	-21	-4	2	-26	1	x	-3	15
CN1CCCCN2[C@H](C1)[C@@H](c1ccc(-c3ccc(F)cc3)cc1)[C@@H]2CO	2	1	-13	8	4	2	-2	7
C[C@H]1CN([C@@H](C)CO)C(=O)c2cc(C#CC3CCCCC3)cnc2O[C@@H]1CN(C)Cc1ccncc1	-24	2	6	x	5	-6	17	6
COc1ccc(S(=O)(=O)N[C@@H]2C=C[C@@H](CC(=O)N3CCc4ccccc4C3)O[C@H]2CO)cc1	5	-3	-3	-14	3	-2	5	1
CCCOC(=O)c1cc2ccccc2oc1=O	x	-1	x	x	-1	-5	-6	-9
Cc1ccc(NS(=O)(=O)c2ccc(OCC(=O)NCc3ccccn3)cc2)cc1	-8	2	5	-2	-2	6	5	8
COC(=O)CCCC1=CC2=CC(=O)C(C)(OC(=O)c3cccs3)C(=O)C2=CN1CCCCO (stereo not given)	0	-3	-20	17	-2	x	0	11
COc1cc(CO)ccc1OCC(=O)N1CCc2ccccc21	7	3	1	-32	-3	x	3	1
Cc1ccc(C(=O)CC2(O)C(=O)N(CCc3ccccc3)c3ccc(Br)cc32)o1 (stereo not given)	x	4	x	x	0	0	37	2
O=C(NCc1n[nH]c(=S)n1-c1ccc(F)cc1)c1ccco1	13	-1	18	x	7	0	5	-3
CC(C)Oc1ccc(C(=O)NCC(=O)N2CCN(S(=O)(=O)/C=C/c3ccccc3)CC2)cc1	-9	18	-17	9	5	-7	1	-2
O=C(CC1SC2=NCCN2C1=O)Nc1ccc(Cl)cc1 (stereo not given)	x	-5	x	x	2	13	0	5
CCOC(=O)N1CCC2(O)CCCCC2C1c1ccc(F)cc1 (stereo not given)	x	0	x	x	2	-2	-2	-11
CC(=O)Nc1ccc(Nc2c([N+](=O)[O-])c(=O)n(-c3ccccc3)c3ccccc23)cc1	10	3	11	10	2	x	-3	6
C#CCOC(=O)c1ccccc1C(=O)n1nnc2ccccc21	-11	-3	4	x	-2	18	15	5
CN(C[C@H](Cc1ccccc1)N(CCN(CCc1ccccc1)N=O)N=O)N=O	-12	5	-8	9	-1	x	-5	-5
CCCN1CNC(=S)N(c2cccc(C)c2C)C1	x	3	x	0	2	x	-23	-10
COc1ccc(C(=O)Nc2c(N)nc(SCC(=O)N3CCC(C)CC3)[nH]c2=O)cc1OC	2	-6	-8	5	0	5	-8	0
COc1ccc(S(=O)(=O)N(C)C[C@H]2OCCCC[C@@H](C)Oc3ccc(NC(=O)Nc4ccc5c(c4)OCO5)cc3C(=O)N([C@@H](C)CO)C[C@H]2C)cc1	24	1	-1	15	1	-10	46	-6
COc1ccc(OC)c(-n2c(=S)[nH]c3c(sc(=S)n3-c3ccccc3)c2=O)c1	6	x	-6	1	x	6	x	-18
Cc1c(C#N)c(=O)oc2ccc3ccccc3c12	x	-1	x	x	5	-5	3	-4
CCOc1ccccc1NC(=O)CCc1nnc2ccc(N3CCC4(CC3)OCCO4)nn12	-5	-2	-5	2	5	2	5	-9
Cc1cccc(NC(=O)C2CCCN(S(=O)(=O)c3ccc(-n4cnnn4)cc3)C2)c1 (stereo not given)	14	-2	7	7	0	x	7	1
O=C(c1ccccn1)N1CC[C@H]2[C@H](CO)Nc3ccc(-c4cccc(F)c4)cc3[C@H]21	-11	2	-10	4	-10	-6	5	6
Cc1ccccc1NC(=O)C1CC(=O)N(c2ccccc2F)C1 (stereo not given)	11	0	24	x	0	11	1	-2
COC(=O)CCC(=O)N1CCCC(N2CCN(c3ccc(OC)cc3)CC2)C1 (stereo not given)	-2	0	-11	1	-1	1	3	2
CC(=O)NC12CC3CC(C1)CC(C(=O)N1CCN(S(=O)(=O)c4ccc([N+](=O)[O-])cc4)CC1)(C3)C2	-7	-1	1	-3	0	6	8	-7
CO[C@H]1CN(C)C(=O)c2cc(NS(=O)(=O)c3ccccc3)ccc2OC[C@H](C)N(C(=O)NC(C)C)C[C@H]1C	7	3	-2	7	-2	5	2	-30
CCCC#Cc1cnc2c(c1)C(=O)N([C@@H](C)CO)C[C@@H](C)[C@H](CN(C)S(C)(=O)=O)O2	9	1	-4	x	-1	-8	-2	-2
CCn1c(COC(=O)CNC(=O)c2cc(OC)c(OC)c(OC)c2)nc2cc(S(=O)(=O)N(C)C)ccc21	10	6	-14	-6	1	3	6	-1
CN(C)CC(=O)Nc1ccc2c(c1)[C@H]1C[C@@H](CC(=O)NCC3CC3)O[C@@H](CO)[C@H]1O2	2	-3	1	11	-6	1	-9	1
COc1ccc(CCN(C)Cc2ccc(OC)c(OCc3ccccc3)c2)cc1OC	-10	x	-16	x	x	-5	x	9
COc1ccc(NC(=O)CN2CCN(c3ccc(Cl)cc3)CC2)c(OC)c1	x	2	x	x	-3	-7	-3	1
CC(=O)c1cn(CC(=O)NCc2ccc3c(c2)OCO3)c2ccccc12	x	4	x	21	0	13	37	0
Cn1cnc(S(=O)(=O)N2C[C@H](O)COC[C@@H]3O[C@@H](CC(=O)NCc4ccc(F)cc4)CC[C@H]32)c1	18	0	20	3	-2	-5	3	1
CC1C(=O)N(Cc2cn(CC3CCCCC3)nn2)CCS(=O)(=O)N1Cc1ccc(-c2ccc(F)nc2)cc1 (stereo not given)	-7	0	38	-10	5	-2	2	x
NC(=O)NC(=O)COC(=O)c1ccc2c(c1)C(=O)N(Cc1ccccc1)C2=O	11	2	10	12	1	-10	x	-6
CN(C)c1ccc(C=NCCc2ccc(S(N)(=O)=O)cc2)cc1	-2	-3	-1	-2	-4	11	9	-2
COC(=O)/C(C#N)=C/c1c(N2CCN(Cc3ccc4c(c3)OCO4)CC2)nc2c(C)cccn2c1=O	22	x	5	0	x	x	x	-3
O=C(CNc1ccccc1-c1ccccc1)NCc1ccccc1	-23	0	35	12	-2	-12	x	1
CCOc1ccc(CCNC(=O)CSc2cc(=O)n(C)c3ccc(Cl)cc23)cc1OCC	8	-1	15	24	0	9	x	-5
Cc1ccccc1S(=O)(=O)N1C[C@@H](O)COC[C@H]2O[C@@H](CC(=O)N3CCN(C)CC3)CC[C@@H]21	5	1	10	-11	-1	7	30	-1
COc1nsnc1N1CCOCC1	12	x	1	19	x	8	x	-9
CO[C@H]1CN(C)C(=O)c2ccc(NC(=O)C3CCOCC3)cc2OC[C@H](C)N(C)C[C@H]1C	8	0	-1	4	-2	1	0	-11
CCc1nn(C(CC)C(=O)NCCc2ccc(OC)cc2OC)c(=O)c2cc3occc3n12 (stereo not given)	-11	4	-6	17	-16	-7	8	10

Some of the entries so far, as labelled records.
> COc1nsnc1N1CCOCC1
  GSIS activator: 12	PglD inh: x	LGR2 inh: 1	PAX8 reporter: 19	Cneo AK release: x	PGC1a acetyl inh: 8	C2C12 statin: x	ARNT TACC3 PPI: -9
> CO[C@H]1CN(C)C(=O)c2ccc(NC(=O)C3CCOCC3)cc2OC[C@H](C)N(C)C[C@H]1C
  GSIS activator: 8	PglD inh: 0	LGR2 inh: -1	PAX8 reporter: 4	Cneo AK release: -2	PGC1a acetyl inh: 1	C2C12 statin: 0	ARNT TACC3 PPI: -11

(listing goes on)
SMILES	GSIS activator	PglD inh	LGR2 inh	PAX8 reporter	Cneo AK release	PGC1a acetyl inh	C2C12 statin	ARNT TACC3 PPI
CCOC(=O)N1CCN(C2CCCN(C(=O)c3ccccc3N(C)C)C2)CC1 (stereo not given)	5	0	-3	-21	-6	24	x	-5
Cc1ccccc1N=C1N=C(N)c2ccccc21	3	-3	-10	138*	-2	-2	x	-9
Cc1cc(C)n(CC(=O)NNC(=O)c2cncc(Br)c2)n1	0	3	-7	2	-2	5	5	-4
COc1ccccc1C(=O)NC(=O)Nc1cccc(Cl)c1	3	-6	-70	-120	-3	-6	-2	-6
O=C(NCC1CCN(Cc2cccc(Cl)c2)CC1)C1CCCN(c2ncnc3c2nc2n3CCCCC2)C1 (stereo not given)	-23	2	-18	13	0	8	-6	1
O=S(=O)(NC1CC(NS(=O)(=O)OCC(Cl)(Cl)Cl)C2CCCCC12)OCC(Cl)(Cl)Cl (stereo not given)	x	-1	x	x	-2	4	1	-5
COc1ccc(S(=O)(=O)N2CCCCN3[C@@H](CO)[C@@H](c4ccc(C#CCC(C)C)cc4)[C@@H]3C2)cc1	-24	2	20	47	2	-11	x	20
Cn1c(CC(O)c2nc3ccccc3n2C)nc2ccccc21 (stereo not given)	x	-10	-18	-3	-3	x	-5	x
COc1cccc(COC(=O)Nc2ccccc2F)c1	8	1	-89	-187	-1	x	-14	-3
C[C@@H]1CCCCO[C@@H](CN(C)C(=O)CCCN(C)C)[C@H](C)CN([C@H](C)CO)C(=O)c2cc(NC(=O)Nc3ccccc3)ccc2O1	0	-5	-13	11	-1	6	x	10
COc1ccc(NC(=O)C2=CC(c3ccc(C)cc3)=NS(=O)(=O)N2C)cc1	-22	0	-3	24	0	-5	-7	6

Some values from the results shown:
For PAX8 reporter, `COc1ccccc1C(=O)NC(=O)Nc1cccc(Cl)c1` is listed with -120
For PGC1a acetyl inh, `O=C(NCC1CCN(Cc2cccc(Cl)c2)CC1)C1CCCN(c2ncnc3c2nc2n3CCCCC2)C1` (stereo not given) is listed with 8
For PAX8 reporter, `COc1ccc(NC(=O)C2=CC(c3ccc(C)cc3)=NS(=O)(=O)N2C)cc1` is listed with 24
For PglD inh, `O=S(=O)(NC1CC(NS(=O)(=O)OCC(Cl)(Cl)Cl)C2CCCCC12)OCC(Cl)(Cl)Cl` (stereo not given) is listed with -1
For PGC1a acetyl inh, `CCOC(=O)N1CCN(C2CCCN(C(=O)c3ccccc3N(C)C)C2)CC1` (stereo not given) is listed with 24
For PAX8 reporter, `Cn1c(CC(O)c2nc3ccccc3n2C)nc2ccccc21` (stereo not given) is listed with -3
